# Compound activity as filed in PubChem.
# Cav32 inh = Cav3.2 calcium influx blockers – cell-based, Fluo-4 calcium fluorescence, FDSS, MLSMR library, primary screen; Voltage-dependent T-type calcium channel subunit alpha-1H (Homo sapiens), O95180; Cav3.2-expressing cells; active compounds read low; B-score at 10 µM; actives 4% (n = 100,000); AID 449739, 2010;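 active = single-dose well whose peak fluorescence ratio is a statistical outlier from its plate by either plate-standardised score or position-corrected B-score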
# Target sequence (O95180 whole entry, looked up): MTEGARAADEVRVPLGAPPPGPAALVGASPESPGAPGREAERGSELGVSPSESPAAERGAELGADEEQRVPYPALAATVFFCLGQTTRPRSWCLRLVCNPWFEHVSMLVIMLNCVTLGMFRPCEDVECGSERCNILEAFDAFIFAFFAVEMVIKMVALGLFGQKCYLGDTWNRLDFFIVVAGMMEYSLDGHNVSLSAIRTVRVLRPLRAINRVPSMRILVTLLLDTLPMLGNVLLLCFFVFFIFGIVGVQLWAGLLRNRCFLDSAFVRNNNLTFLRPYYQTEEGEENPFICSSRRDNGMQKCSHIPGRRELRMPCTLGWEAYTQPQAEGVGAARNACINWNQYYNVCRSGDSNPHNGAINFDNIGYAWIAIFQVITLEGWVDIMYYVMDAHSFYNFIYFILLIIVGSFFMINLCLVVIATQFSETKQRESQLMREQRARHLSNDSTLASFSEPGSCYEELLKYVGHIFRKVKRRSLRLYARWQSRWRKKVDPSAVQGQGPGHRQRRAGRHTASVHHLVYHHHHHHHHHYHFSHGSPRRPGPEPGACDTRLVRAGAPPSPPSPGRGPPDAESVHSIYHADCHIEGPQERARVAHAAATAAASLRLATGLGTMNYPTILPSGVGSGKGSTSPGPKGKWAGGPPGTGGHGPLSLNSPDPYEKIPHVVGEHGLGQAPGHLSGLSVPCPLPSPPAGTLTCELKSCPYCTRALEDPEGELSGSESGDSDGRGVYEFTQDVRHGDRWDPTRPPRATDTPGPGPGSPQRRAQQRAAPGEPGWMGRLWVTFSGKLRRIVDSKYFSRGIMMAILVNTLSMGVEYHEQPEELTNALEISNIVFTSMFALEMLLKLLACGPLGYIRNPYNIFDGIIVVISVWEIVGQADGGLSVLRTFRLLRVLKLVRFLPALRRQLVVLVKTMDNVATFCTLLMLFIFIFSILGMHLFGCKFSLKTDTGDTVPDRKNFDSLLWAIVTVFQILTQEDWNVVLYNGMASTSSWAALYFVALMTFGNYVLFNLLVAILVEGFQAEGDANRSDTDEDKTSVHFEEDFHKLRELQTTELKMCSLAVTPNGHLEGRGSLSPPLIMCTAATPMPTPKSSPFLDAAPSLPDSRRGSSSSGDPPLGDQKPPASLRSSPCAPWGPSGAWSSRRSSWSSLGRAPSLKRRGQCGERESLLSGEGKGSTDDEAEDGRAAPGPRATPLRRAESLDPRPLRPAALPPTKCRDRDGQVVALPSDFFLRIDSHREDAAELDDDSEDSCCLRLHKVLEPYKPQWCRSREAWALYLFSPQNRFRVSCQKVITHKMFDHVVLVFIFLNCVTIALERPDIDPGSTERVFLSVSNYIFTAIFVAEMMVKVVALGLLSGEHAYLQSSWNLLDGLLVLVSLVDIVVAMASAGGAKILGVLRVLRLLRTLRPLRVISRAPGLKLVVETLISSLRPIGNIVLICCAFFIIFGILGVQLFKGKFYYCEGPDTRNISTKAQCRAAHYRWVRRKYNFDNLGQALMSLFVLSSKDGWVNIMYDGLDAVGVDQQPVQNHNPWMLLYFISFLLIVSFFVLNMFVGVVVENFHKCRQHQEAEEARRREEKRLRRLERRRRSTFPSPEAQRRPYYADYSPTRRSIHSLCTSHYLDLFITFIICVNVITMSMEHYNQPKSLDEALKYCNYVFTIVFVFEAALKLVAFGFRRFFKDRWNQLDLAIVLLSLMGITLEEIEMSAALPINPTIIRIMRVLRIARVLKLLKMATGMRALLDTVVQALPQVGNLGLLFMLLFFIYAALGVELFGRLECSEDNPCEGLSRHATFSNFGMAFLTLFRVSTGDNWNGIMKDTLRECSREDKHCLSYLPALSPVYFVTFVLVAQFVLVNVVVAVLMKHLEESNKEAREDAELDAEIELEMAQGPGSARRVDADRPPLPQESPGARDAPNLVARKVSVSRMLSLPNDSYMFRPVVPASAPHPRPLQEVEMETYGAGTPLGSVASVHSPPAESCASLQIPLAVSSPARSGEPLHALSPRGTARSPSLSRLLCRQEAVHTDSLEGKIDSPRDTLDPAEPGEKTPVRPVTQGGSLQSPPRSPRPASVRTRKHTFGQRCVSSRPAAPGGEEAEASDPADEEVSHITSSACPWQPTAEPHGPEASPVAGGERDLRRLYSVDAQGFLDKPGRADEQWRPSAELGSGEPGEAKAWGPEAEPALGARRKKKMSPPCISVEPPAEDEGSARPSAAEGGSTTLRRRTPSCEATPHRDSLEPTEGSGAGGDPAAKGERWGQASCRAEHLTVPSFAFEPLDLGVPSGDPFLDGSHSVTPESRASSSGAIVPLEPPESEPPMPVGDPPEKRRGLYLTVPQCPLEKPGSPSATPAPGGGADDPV
# * = called active by the depositor.
Cav32 inh | structure
-0.49 | COC(=O)[C@@]1(Cc2ccc(F)cc2)[C@H]2c3cc(C(=O)N(C)C)n(CCSCCO)c3C[C@H]2CN1C(=O)c1ccccc1
1.8 | Cc1oc2nc(SCCCC(=O)NCCCO)nc(N)c2c1C
0.0093 | CCc1cc(Br)ccc1N1C(=O)C2CC=CCC2C1=O (stereo not given)
-1.1 | COc1ccc(-c2nc(SCc3ccccc3)n(C(=O)c3ccco3)n2)cc1
-9.1* | Cn1cccc1/C=C1\CC(C(C)(C)C)C/C(=C\c2cccn2C)C1=O (stereo not given)
-0.013 | CCn1c(SCC(=O)N/N=C/C=C\c2ccccc2[N+](=O)[O-])nnc1-c1ccccc1
1.4 | CC(C)CNC(=O)NC(=O)COc1ccc(C=O)cc1
-1.1 | CCOC(=O)c1c(-c2cccs2)csc1NC(=O)CN1CC(C)OC(C)C1 (stereo not given)
0.21 | O=C(Nc1ccsc1C(=O)N1CCCCCC1)c1ccccc1
0.25 | COc1cc(OC)cc(-c2nc3nc(C)c(CCC(=O)O)c(C)n3n2)c1
-1.8 | COc1cc(C(=O)Nc2ccc(O)cc2C(=O)O)ccc1OC(C)=O
0.22 | Cc1ccc(C)c(N2CCN(C(=O)CNS(=O)(=O)c3cccs3)CC2)c1
0.17 | C/C=C/c1ccc(OCCSc2nc(C)cc(=O)[nH]2)c(OC)c1
0.081 | NC(=O)CSc1cn(CCNC(=O)c2cccs2)c2ccccc12
-0.055 | CN(C)c1ccc(CNn2cnnc2SCc2ccc(F)cc2)cc1
-4.8* | COc1ccc(N(CC(=O)Nc2cccc(SC)c2)S(C)(=O)=O)cc1
0.024 | CCOC(=O)N1CCN(CC(O)COCC2=CCC3CC2C3(C)C)CC1 (stereo not given)
-0.31 | FC(F)(F)c1nc2ccccc2n2c(-c3ccc(Cl)cc3Cl)nnc12
-4.5* | CCC(=O)Nc1ccc(S(=O)(=O)N2CCc3ccccc3C2)cc1
-0.31 | O=C(CS(=O)(=O)c1cn(Cc2cccc(F)c2)c2ccccc12)N1CCCCC1
-0.23 | NC(=O)Cc1c[nH]c2cccc(O)c12
1.3 | COC(CNC(=O)CCc1c(C)nc2c(-c3ccc(F)cc3)c(C)nn2c1C)OC
-0.22 | COc1cc(/C=C(\C#N)c2nc3ccccc3[nH]2)ccc1Oc1ccc([N+](=O)[O-])cn1
0.76 | O=C(O)COc1ccc2occ(C(=O)c3ccccc3)c2c1

# Grouped by structure, those above with a nitro group on carbon
Cav32 inh | structure
-0.013 | CCn1c(SCC(=O)N/N=C/C=C\c2ccccc2[N+](=O)[O-])nnc1-c1ccccc1
-0.22 | COc1cc(/C=C(\C#N)c2nc3ccccc3[nH]2)ccc1Oc1ccc([N+](=O)[O-])cn1

# Additional structures:
Cav32 inh | structure
-0.019 | Cc1cccc(N2CCN(C(=O)c3cc4c(=O)[nH]c5ccccc5c4n3C)CC2)c1C
-1.6 | Cc1ccc(-n2nc3c([n+]2[O-])CCc2c-3no[n+]2[O-])cc1
0.73 | O=C(N/N=C/c1ccccc1F)c1csc2c1CCCC2
0.042 | CC1(C)N=C2C(=[N+]1[O-])CCC/C2=N\O
1.4 | CCCC(NC(=O)CNC(=O)C(C)(C)C)C(=O)O (stereo not given)
0.9 | CC(C)=CC(=O)OCC(=O)Nc1ccc(F)cc1Cl
0.42 | COC(=O)Cc1c(C)nc2nc(-c3ccc(OC)cc3)[nH]n2c1=O
0.58 | O=C(CN1CCN(Cc2cccc(Cl)c2)C1=O)NCc1ccccn1
0.25 | c1coc(CNc2c3c(nc4ncnn24)CCCC3)c1
0.9 | NC(=O)C1(NC(=O)[C@@H]2CC3(CC(c4cccc(NC(=O)[C@@H]5CCC(=O)N5)c4)=NO3)CN2C(=O)c2cnccn2)CC1 (stereo not given in full)
-0.0068 | CCCNS(=O)(=O)c1ccc(CCC(=O)N2CCC(C)CC2)cc1
1.2 | COc1ccccc1CNC(=O)C1CCCN1S(=O)(=O)c1cccc2cccnc12 (stereo not given)
0.056 | COc1ccc(OC)c(N2Cc3ccccc3C2)c1
1.4 | COc1cc2[nH]c(=S)n(N(C(C)=O)C(C)=O)c(=O)c2cc1OC
0.28 | COCCn1c(C)cc(C(=O)CSc2nnc3ccccn23)c1C
0.035 | O=C(NC(NC(=S)Nc1cccc(Cl)c1)C(Cl)(Cl)Cl)OCc1ccccc1 (stereo not given)
-0.46 | Cc1ccc2c(c1)N(CC(=O)N1CCc3ccccc3C1)C(=O)CO2
0.19 | O=C(NCc1ccccc1F)C1CCCN1C(=O)NC1CCCCC1 (stereo not given)
-0.23 | O=C1C2CC=C(Cl)CC2C(=O)N1CCc1ccccc1 (stereo not given)
-1.4 | CCn1nccc1C(=O)Nc1ccc(Cl)c(Cl)c1
-0.94 | Cc1ccc2[nH]c(=O)c(CNC(C)(C)C)cc2c1
0.34 | Nc1nnc(CSCc2ccc(F)cc2)s1
0.06 | O=C(COC(=O)c1cccs1)NCCN1C(=O)CSC1=O
1.3 | COc1ccccc1N1CCN(C(=O)C2CCN(S(=O)(=O)c3ccccc3)CC2)CC1

# 3 structures already listed, arranged by molar mass, rising.
Cav32 inh | structure
0.042 | CC1(C)N=C2C(=[N+]1[O-])CCC/C2=N\O
0.42 | COC(=O)Cc1c(C)nc2nc(-c3ccc(OC)cc3)[nH]n2c1=O
-0.49 | COC(=O)[C@@]1(Cc2ccc(F)cc2)[C@H]2c3cc(C(=O)N(C)C)n(CCSCCO)c3C[C@H]2CN1C(=O)c1ccccc1

# (list continues)
Cav32 inh | structure
-2.1 | CCCN1CCCc2cc(CN(CCCN3CCOCC3)C(=O)Nc3ccc(OCC)cc3)ccc21
0.021 | NC(=O)CC(NC(=O)Cc1ccc(Cl)cc1)c1ccc(NCCc2ccccc2F)c([N+](=O)[O-])c1 (stereo not given)
-0.72 | CCc1ccccc1NC1=NCC(=O)N1Cc1ccccc1
0.74 | Cc1[nH]c(=O)cc2ccccc12
0.066 | COC(=O)CCCC1=CC2=C(c3ccccc3)C(=O)C(C)(OC(=O)C3CCCC3)C(=O)C2=CN1CC1CC1 (stereo not given)
0.7 | COc1ccc(C2C3=C(CCCC3=O)Nc3nc(-c4cc(OC)c(OC)c(OC)c4)nn32)cc1OC (stereo not given)
0.91 | COC(=O)c1ccc(CNC(=O)CSc2nc3sc(C)c(C)c3c(=O)n2C)o1
0.47 | CC(=O)OC1CCC2C3CCC4=CC(=O)CCC4(C)C3CCC2(C)[C@]1(C)O (stereo not given in full)
-0.79 | CCC(C(=O)OC)n1cnc2c(nnn2-c2cccc(Cl)c2)c1=O (stereo not given)
0.63 | COc1ccc(N(Cc2cc3cccc(C)c3[nH]c2=O)S(C)(=O)=O)cc1
-0.003 | Cc1cc(NC(=O)CSc2nnc(-c3c[nH]c4ccccc34)n2-c2ccc(F)cc2)no1
0.38 | CN(C)c1cccc(C(=O)OCC(=O)NCc2ccco2)c1
-0.27 | Cc1ccc(OCC(=O)Nc2cccc3nsnc23)c(C)c1
0.59 | Cc1cnc(NC(=O)C2CCCO2)s1 (stereo not given)
-0.16 | Cc1cccc(C(=O)O)c1NC(=O)c1ccc(F)cc1
0.55 | CC1CN(Cc2ccccc2)c2nc3c(c(=O)n(C)c(=O)n3C)n2C1 (stereo not given)
-1.2 | Cc1cc2c(ncn2Cc2ccccc2)c([N+](=O)[O-])c1C
-0.78 | Nc1ccc2c(c1)CCC2=O
0.1 | COc1cc(OC)cc(-c2nc3cc(C)ccc3o2)c1
-0.088 | Cc1cc(C(=O)OCC(=O)N2CCCC2)c2ccccc2n1
1.8 | COC(=O)C1CCN(C(=O)c2sc3nc(-c4ccccc4)cn3c2C)CC1
-1.8 | O=C(Nc1ccc(F)cc1)N1CCN(C/C=C/c2ccccc2)CC1
2.1 | COCCn1cc(C(=O)NCCCN2CCC(C)CC2)c2c3ccccc3n(C)c2c1=O
-0.86 | NCCCCCc1nnc(SCc2cccc(Cl)c2)o1
-0.043 | O=C1[C@H]2[C@H](C=CC[C@H]2C(=O)N2CCN(c3ccccc3)CC2)CCN1Cc1ccccc1
-0.46 | COc1ccc(S(=O)(=O)NCC(c2cccnc2)N2CCN(C)CC2)cc1C (stereo not given)
0.7 | COc1ccc(-c2cnnn2-c2ccc(N)cc2)cc1OC
-0.19 | CC(C(=O)Nc1cccnc1)N1C(=O)c2ccccc2C1=O (stereo not given)
0.39 | O=C(NCc1ccco1)Nc1ccccc1Cl
0.76 | CC(=O)OC[C@H]1O[C@@H](n2ccc(=O)[nH]c2=S)C(OC(C)=O)C1OC(C)=O (stereo not given in full)
-0.56 | O=C(OCCNc1ncc(C(F)(F)F)cc1Cl)c1ccc(S(=O)(=O)N2CCOCC2)cc1
-6.1* | CN(C(=O)c1ccc2c(c1)C(=O)N(CCC1=CCCCC1)C2=O)C1CCCCC1
-2.1 | Cc1ccc(S(=O)(=O)N2CCN(C(=O)C3COc4ccccc4O3)CC2)cc1C (stereo not given)
0.013 | Cn1cnnc1SCc1cccc(Br)c1
-0.17 | CC(C)CN(Cc1c(O)ccc2c3c(c(=O)oc12)CCC3)CC(C)C
-3.8 | Cc1cc(C)c2nc(Cl)c(CN(Cc3ccco3)C(=O)Nc3ccccc3C)cc2c1

# Look-ups from the entries so far.
# Entry of O=C(OCCNc1ncc(C(F)(F)F)cc1Cl)c1ccc(S(=O)(=O)N2CCOCC2)cc1 in Cav32 inh: -0.56
# Entry of Cc1ccc(S(=O)(=O)N2CCN(C(=O)C3COc4ccccc4O3)CC2)cc1C (stereo not given) in Cav32 inh: -2.1

# The listing continues.
Cav32 inh | structure
0.17 | O=C(c1ccc(Br)o1)N1CCN(Cc2ccc3c(c2)OCO3)CC1
-0.086 | CCC(C)C(=O)Nc1nc(C)c(-c2csc(Nc3cc(Cl)ccc3OC)n2)s1 (stereo not given)
-6.6* | Cc1cccc(NC(=O)c2nc(-c3ccccc3)n(-c3ccccc3)n2)c1C
-4* | CS(=O)(=O)N1CCN(c2ccccc2NC(=O)CSc2ccc(Cl)cc2)CC1
-2.4 | CC(=O)Nc1ccc(S(=O)(=O)Nc2cccc(-c3nc4ccccc4o3)c2)cc1
-1.1 | CCOC(=O)c1c(NC(=O)CSc2nc3ccccc3o2)sc(C)c1C

# Of the compounds above, 14 contain fluorine.
Cav32 inh | structure
-0.49 | COC(=O)[C@@]1(Cc2ccc(F)cc2)[C@H]2c3cc(C(=O)N(C)C)n(CCSCCO)c3C[C@H]2CN1C(=O)c1ccccc1
-0.055 | CN(C)c1ccc(CNn2cnnc2SCc2ccc(F)cc2)cc1
-0.31 | FC(F)(F)c1nc2ccccc2n2c(-c3ccc(Cl)cc3Cl)nnc12
-0.31 | O=C(CS(=O)(=O)c1cn(Cc2cccc(F)c2)c2ccccc12)N1CCCCC1
1.3 | COC(CNC(=O)CCc1c(C)nc2c(-c3ccc(F)cc3)c(C)nn2c1C)OC
0.73 | O=C(N/N=C/c1ccccc1F)c1csc2c1CCCC2
0.9 | CC(C)=CC(=O)OCC(=O)Nc1ccc(F)cc1Cl
0.19 | O=C(NCc1ccccc1F)C1CCCN1C(=O)NC1CCCCC1 (stereo not given)
0.34 | Nc1nnc(CSCc2ccc(F)cc2)s1
0.021 | NC(=O)CC(NC(=O)Cc1ccc(Cl)cc1)c1ccc(NCCc2ccccc2F)c([N+](=O)[O-])c1 (stereo not given)
-0.003 | Cc1cc(NC(=O)CSc2nnc(-c3c[nH]c4ccccc34)n2-c2ccc(F)cc2)no1
-0.16 | Cc1cccc(C(=O)O)c1NC(=O)c1ccc(F)cc1
-1.8 | O=C(Nc1ccc(F)cc1)N1CCN(C/C=C/c2ccccc2)CC1
-0.56 | O=C(OCCNc1ncc(C(F)(F)F)cc1Cl)c1ccc(S(=O)(=O)N2CCOCC2)cc1

# A portion of the library, so the mix of outcomes need not match the whole.
